# From PubChem BioAssay
# S100A4 MyoIIA – S100A4-myosin IIA interaction inhibition; P26447; S100A4/TAMRA-MyoIIA peptide fluorescence polarization; inhibition, % at 10.7 µM; 360,000 tested, 0.14% active; AID 652163;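 active means mean inhibition of at least 70% across replicates, with every replicate also reaching that level; inconclusive means mean inhibition reaches 70% but some replicates fall short; inactive means mean inhibition below 70%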
# Target sequence (P26447 whole entry, looked up): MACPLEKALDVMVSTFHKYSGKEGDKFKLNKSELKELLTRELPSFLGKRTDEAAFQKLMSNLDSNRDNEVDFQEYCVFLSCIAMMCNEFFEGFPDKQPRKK
#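 Test system: S100A4 monomer protein; Medium: HEPES pH 7.2 with CaCl2, KCl, NaCl, DTT, Triton; Probe or stimulus: TAMRA-labelled myosin IIA heavy-chain peptide probe, 5 nM; Doses: one dose per compound; Times: polarization read 5 min after assay mix addition, stable 5–60 min; Benchmarks: neutral control DMSO, positive control TFP.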
# C2C12 statin – protects C2C12 myotubes from simvastatin toxicity. ATP luminescence, 48 h; scaled: DMSO 0, geranylgeraniol control 100. rescue of ATP level, % at 7.49 µM. 330,000 tested, 0.78% active;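 active means mean ATP rescue above about 67%, or every replicate alone reaching that limit, limit read from the data, passing the limit was not always enough; inconclusive means no clear call, values can overlap the other calls; inactive means mean under the limit and some replicate under it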;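 further: myotubes were challenged with 10 µM simvastatin during compound exposure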
# SIRT5 inh – sirtuin-5 (human) deacylase inhibition | Purified SirT5, succinyl-peptide AMC, trypsin-coupled fluorescence | inhibition, % at 15 µM | 330,000 tested, 1.1% active | AID 652115; in the data active means inhibition above about 15%; inconclusive means no clear call, values can overlap the other calls
# XiGFP reactiv – activators of X-chromosome reactivation in mouse fibroblasts | AID 743238 | activation, % at 7.58 µM | 360,000 tested, 0.055% active | XiGFP mouse fibroblasts, % GFP-positive cells imaging, 3 d; cells co-treated with 5-aza-dC sensitizer; scaled so ellipticine positive control = 100%;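 active means mean normalized replicate activation at least 10% and every replicate at or above 10%; inconclusive means only one of the two criteria met; inactive means mean below 10% and not all replicates reach 10%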;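 further: 0% = median of on-plate neutral control wells and 100% = ellipticine 6 µM median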
#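 Assay system: SV40-immortalized XiGFP fibroblast cells, line 68-5-11; buffer or medium: DMEM plus 5-aza-dC sensitizer; compound: one concentration, pinned; timing: compounds 3 days, fix/stain 15 min at room temperature; benchmarks: positive control ellipticine, 6 µM final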
# PGC1a acetyl inh – PGC1a acetylation modulation, inhibitor mode. U2OS PGC1a acetylation, AlphaScreen anti-acetyl-lysine; with virally co-expressed GCN5 acetyltransferase. inhibition, % at 15.6 µM. 350,000 tested, 0.17% active. AID 651687;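 active means every replicate shows inhibition of at least 40%; inconclusive means mean inhibition at least 40% but some replicate below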;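 further: 0% = neutral control wells and 100% = positive control wells; some results beyond the cut were filed as inactive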
# Cneo AK release – Cryptococcus neoformans lysis via adenylate kinase release; 360,000 tested, 0.2% active; C. neoformans lysis, adenylate kinase release luminescence, 4 h; normalised: neutral wells 0, clomiphene wells 100; lysis activity, % at 15 µM; AID 651654;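 active means mean lysis activity across replicates of at least 80%, whatever share of replicates individually reach that level; inactive means mean lysis activity below 80%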
#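 Material – Cryptococcus neoformans yeast cells · Quantity – 5 × 10^6 yeast cells/mL · Buffer or medium – YPD medium · Compound – single dose · Timing – 4 h static compound exposure, 37 °C, read 1 h post-reagent · Signal – adenylate kinase release luminescence · Read-out basis – lysis from increased AK signal · Benchmarks – Clomiphene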
# LGR2 antag – blocks bursicon-induced cAMP signaling via Drosophila LGR2; AID 720647; inhibition, % at 9.99 µM; 380,000 tested, 0.35% active; HEK293 LGR2, CRE-luciferase, bursicon-stimulated, 4 h;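 active means drop in luminescence signal, shown as inhibition above about 50% in the replicate tests, limit read from the data, passing the limit was not always enough; inconclusive means probably only some replicates passing the limit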;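 further: agonist challenge used bursicon conditioned medium at about half maximal strength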
# ERAP1 inh – inhibitors of human ERAP1 aminopeptidase; Q9NZ08; recombinant ERAP1, Leu-AMC fluorescence, 60 min; inhibition, % at 10.7 µM; 340,000 tested, 0.15% active; AID 652197;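 active means mean replicate inhibition of at least 30%, or all replicates individually reaching that 30% level; inactive means mean below 30% and not every replicate reaching it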;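 further: 0% = neutral control wells and 100% = L-leucinethiol positive control wells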
# Target sequence (Q9NZ08 whole entry, looked up): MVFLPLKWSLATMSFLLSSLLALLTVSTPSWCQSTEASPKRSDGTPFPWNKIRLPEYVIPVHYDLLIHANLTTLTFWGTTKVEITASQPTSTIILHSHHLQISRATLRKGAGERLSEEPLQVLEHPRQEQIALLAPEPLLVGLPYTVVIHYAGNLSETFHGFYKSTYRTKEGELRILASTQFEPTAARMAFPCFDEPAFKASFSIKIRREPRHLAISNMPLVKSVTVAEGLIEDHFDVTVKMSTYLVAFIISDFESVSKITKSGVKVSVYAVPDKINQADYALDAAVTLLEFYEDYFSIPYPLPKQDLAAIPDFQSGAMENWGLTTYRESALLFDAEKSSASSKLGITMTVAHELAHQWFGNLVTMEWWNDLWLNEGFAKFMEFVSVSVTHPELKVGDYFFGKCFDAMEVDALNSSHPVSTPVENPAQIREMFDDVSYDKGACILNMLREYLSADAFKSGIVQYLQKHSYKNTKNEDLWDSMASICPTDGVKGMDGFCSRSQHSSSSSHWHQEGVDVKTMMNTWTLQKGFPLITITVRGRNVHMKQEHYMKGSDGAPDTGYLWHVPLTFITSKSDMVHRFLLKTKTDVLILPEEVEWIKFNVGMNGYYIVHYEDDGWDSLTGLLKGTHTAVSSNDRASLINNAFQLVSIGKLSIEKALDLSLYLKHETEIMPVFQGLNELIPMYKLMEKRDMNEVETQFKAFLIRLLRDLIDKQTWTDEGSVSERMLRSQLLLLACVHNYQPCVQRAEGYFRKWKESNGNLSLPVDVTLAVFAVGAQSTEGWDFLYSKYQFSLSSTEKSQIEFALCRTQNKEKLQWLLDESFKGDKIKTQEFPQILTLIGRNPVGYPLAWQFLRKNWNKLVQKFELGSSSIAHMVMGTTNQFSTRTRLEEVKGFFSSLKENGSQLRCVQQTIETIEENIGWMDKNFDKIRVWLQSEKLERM
# An asterisk follows results filed as active; ? = inconclusive; nt = no result given; & = joins results of further samples. The list is partial. The share of hits here may be higher or lower than overall.
SMILES,S100A4 MyoIIA,C2C12 statin,SIRT5 inh,XiGFP reactiv,PGC1a acetyl inh,Cneo AK release,LGR2 antag,ERAP1 inh
COc1cc(O)c(C(CC(=O)N2CCOCC2)c2ccc(N(C)C)cc2)c(OC)c1 (stereo not drawn),0,-34,1,0.0,?,2,18,0
C[C@@H]1CCCCO[C@@H](CN(C)Cc2ccc3c(c2)OCO3)[C@H](C)CN([C@H](C)CO)C(=O)c2cc(NS(=O)(=O)c3cccs3)ccc2O1,nt,nt,nt,0.2,8,8,-2,nt
O=C(/C=C/[C@H]1O[C@@H](n2cnc3c(NC(=O)c4ccccc4)ncnc32)[C@H](O)[C@@H]1O)NCC1CCCCC1,-3,-4,-8,0.0,10,2,-4,-8
CCOc1ccc(N=C(C)c2ccccc2O)cc1,0,nt,-7,0.3,nt,2,-5,-4
O=C(CCCn1c(=S)[nH]c2cc3c(cc2c1=O)OCO3)NCc1ccccc1Cl,2,2,1,0.0,8,0,-3,2
O=C(NCC[C@H]1CC[C@H](NS(=O)(=O)c2ccc(F)cc2)[C@@H](CO)O1)Nc1ccc(F)cc1,0,0,-3,-0.2,-2,-4,-14,-3
CS(=O)(=O)N1[C@H](C#N)[C@@H](c2ccc(C#CC3CCCCC3)cc2)[C@@H]1CO,-10,15,1,-0.1,-2,-3,-5,1
CCN(CC)S(=O)(=O)c1ccc2[nH]cc(C(=O)NC3CC3)c(=O)c2c1,2,nt,-1,0.1,nt,nt,-6,2
Cc1cc(NS(=O)(=O)c2ccc(NC(=O)CNS(=O)(=O)c3ccccc3)cc2)nc(C)n1,-2,4,-4,0.0,3,-2,11,-3
CSc1ccc(CCNS(=O)(=O)c2csc(C(N)=O)c2)cc1,-3,91*,7,0.0,1,6,-3,4
O=C(COc1cccc(C(F)(F)F)c1)Nc1cccc(S(=O)(=O)NC2=NCCCCC2)c1,-2,16,-1,0.4,nt,0,10,2
CN(C)/C=C/C(=O)c1cnc(-c2ccccn2)s1,2,nt,4,0.3,-7,nt,-2,6
CCN(CC)S(=O)(=O)c1ccc(C)c(NC(=O)COC(=O)CCC(=O)c2cccs2)c1,-7,-5,0,0.1,-5,0,12,1
CC(C)=C(NC(=O)c1ccccc1)C(=O)NCCCC(=O)O,-3,6,-3,nt,4,0,5,-1
CCOc1ccccc1NC(=O)c1ccc(CN2CCc3ccccc3C2)cc1,3,7,4,0.0,7,1,-7,1
COc1ccc(S(=O)(=O)N2CCCCC2)cc1C(=O)N1CCCCCC1,-2,4,2,0.3,nt,6,-3,-4
O=C1CCCCN1CCC(=O)N1CCCC(N2CCN(c3ccccc3)CC2)C1 (stereo not drawn),-9,9,-1,0.1,1,3,-13,-5
COc1ccccc1OCCNC(=O)c1ccc2c(c1)CCC2,0,31,-2,0.2,-23,0,-73,-3
O=C(CCN1C(=O)/C(=C/c2ccccc2)SC1=S)Nc1cccnc1,-5,9,-5,0.0,nt,2,9,-3
O=S(=O)(c1ccccc1)N1C[C@@H]2[C@H](c3ccccc31)[C@H](CO)N2Cc1ccc2c(c1)OCO2,20,21,-1,0.2,-16,-1,7,5
Cc1[nH]nc2nc(SCC(=O)NCCC3=CCCCC3)n(-c3ccc(Br)cc3)c(=N)c12,5,-154,3,0.0,nt,1,-20,-4
COc1ccccc1CNCC(=O)Nc1ccc(C(F)(F)F)cc1,-3,-1,-1,0.0,-4,nt,-14,6
CC1CC2CCCC(O)=C2C(=O)O1 (stereo not drawn),-7,7,-2,nt,10,8,-15,2
CCN(CC(=O)Nc1ccc(NC(C)=O)cc1)C(=O)CCCOc1ccc(C(C)(C)C)cc1,-2,-17,-11,-0.1,nt,nt,5,-2
CC(C)NC(=O)Nc1ccc2c(c1)C(=O)N([C@H](C)CO)C[C@H](C)[C@@H](CN(C)Cc1ccc(-c3ccccc3)cc1)O2,-5,-9,14,-0.1,1,-4,9,1

# Laid out differently: entries from further up.
Molecule	S100A4 MyoIIA	C2C12 statin	SIRT5 inh	XiGFP reactiv	PGC1a acetyl inh	Cneo AK release	LGR2 antag	ERAP1 inh
CCOc1ccccc1NC(=O)c1ccc(CN2CCc3ccccc3C2)cc1	3	7	4	0.0	7	1	-7	1
COc1ccc(S(=O)(=O)N2CCCCC2)cc1C(=O)N1CCCCCC1	-2	4	2	0.3	nt	6	-3	-4
O=C1CCCCN1CCC(=O)N1CCCC(N2CCN(c3ccccc3)CC2)C1 (stereo not drawn)	-9	9	-1	0.1	1	3	-13	-5
COc1ccccc1OCCNC(=O)c1ccc2c(c1)CCC2	0	31	-2	0.2	-23	0	-73	-3
O=C(CCN1C(=O)/C(=C/c2ccccc2)SC1=S)Nc1cccnc1	-5	9	-5	0.0	nt	2	9	-3
O=S(=O)(c1ccccc1)N1C[C@@H]2[C@H](c3ccccc31)[C@H](CO)N2Cc1ccc2c(c1)OCO2	20	21	-1	0.2	-16	-1	7	5
Cc1[nH]nc2nc(SCC(=O)NCCC3=CCCCC3)n(-c3ccc(Br)cc3)c(=N)c12	5	-154	3	0.0	nt	1	-20	-4
COc1ccccc1CNCC(=O)Nc1ccc(C(F)(F)F)cc1	-3	-1	-1	0.0	-4	nt	-14	6
CC1CC2CCCC(O)=C2C(=O)O1 (stereo not drawn)	-7	7	-2	nt	10	8	-15	2
CCN(CC(=O)Nc1ccc(NC(C)=O)cc1)C(=O)CCCOc1ccc(C(C)(C)C)cc1	-2	-17	-11	-0.1	nt	nt	5	-2
CC(C)NC(=O)Nc1ccc2c(c1)C(=O)N([C@H](C)CO)C[C@H](C)[C@@H](CN(C)Cc1ccc(-c3ccccc3)cc1)O2	-5	-9	14	-0.1	1	-4	9	1

# More entries follow.
SMILES,S100A4 MyoIIA,C2C12 statin,SIRT5 inh,XiGFP reactiv,PGC1a acetyl inh,Cneo AK release,LGR2 antag,ERAP1 inh
CC[C@]1(C(=O)OC)[C@H]2C(=O)N(Cc3ccccc3)C(=O)[C@H]2[C@H]2CN=C(SCc3ccc(C)cc3)N21,3,-12,-3,-0.1,-12,2,4,0
CC(C)(C)OC(=O)[C@H](Cc1ccccc1)NC(=O)c1nc[nH]c1C(=O)NC1CCNCC1,-2,3,nt,0.0,5,-2,0,nt
CCN(CC)CCN(CC(=O)N(C1CCCCC1)C1CCCCC1)C(=O)c1cccnc1,9,-10,2,0.0,7,nt,13,-5
N#Cc1cccc(NC(=O)CSc2cccc[n+]2[O-])c1,1,nt,1,-0.1,-2,nt,14,0
C/C=C/c1cnc2c(c1)C(=O)N([C@@H](C)CO)C[C@H](C)[C@H](CN(C)C(=O)C1CCOCC1)O2,9,0,-3,-0.8,1,-5,11,0
CN(C)CC(=O)N1[C@H](CO)[C@H](c2ccccc2)C12CN(C(=O)c1ccc(F)cc1)C2,-3,nt,0,0.0,nt,nt,8,1
O=C(O)c1cc(N/N=C/c2ccc(N3CCOCC3)s2)ccc1Cl,-7,nt,36*,0.0,nt,9,-2,14
O=C(CSc1ccc(-c2ccc(F)cc2)nn1)N1CCOCC1,-2,nt,-1,0.5,0,nt,13,4
COc1cccc(-c2cn(CC[C@@H]3CC[C@H](NC(=O)CN(C)C)[C@H](CO)O3)nn2)c1,-5,7,-1,0.5,-2,25,4,-1
Cc1cc(C)nc(Nc2n[nH]c(-c3ccccc3N)n2)n1,-4,nt,-4,0.0,13,-10,nt,0
COc1ccc(C2C3=C(CC(C)(C)CC3=O)Oc3ncn(Cc4ccco4)c(=N)c32)cc1 (stereo not drawn),nt,-17,nt,nt,-31,0,-6,nt
CC(C)C(=O)N1CCN(S(=O)(=O)c2ccc3ccccc3c2)CC1,2,0,0,0.1,nt,3,8,2
CC(C)(C)c1ccc(S(=O)(=O)N2CCC(CO)(CC3CCCCO3)CC2)cc1 (stereo not drawn),1,nt,-3,0.1,nt,nt,-12,11
Cn1c(N2CCOCC2)c(/C=N/OC(=O)c2cccnc2Cl)c2ccccc21,4,nt,-3,0.0,nt,nt,26,0
Cc1cccc(C(C(=O)NC2CCCC2)N(C(=O)c2csnn2)C2CC2)c1 (stereo not drawn),1,-45,2,0.2,2,-1,11,-3
CSc1ccc(CN(C)C(=O)C(c2ccccc2)c2ccccc2)cc1,-4,4,-4,0.0,-13,-3,7,-3
CCS(=O)(=O)N1Cc2ccccc2CC1C(=O)Nc1nc(C)cs1 (stereo not drawn),0,nt,8,0.2,-2,nt,-103,1
COc1ccc(-c2nc3cc(C)c(Br)c(C)n3c2Cc2ccc(C)cc2)cc1OC,-3,3,4,-0.1,-23,-3,5,-2
CC(C)NC(=O)N(C)C[C@@H]1Oc2c(NC(=O)C3CC3)cccc2C(=O)N([C@@H](C)CO)C[C@@H]1C,1,51,-1,-0.7,-7,-3,7,0
Cc1noc(NS(=O)(=O)c2ccc(NS(=O)(=O)c3ccc(Cl)cc3)cc2)c1C,0,-2,0,0.0,1,-1,26,-8
CC(OC(=O)c1cc(=O)c2ccccc2o1)C(=O)Nc1ccc(N(C)C)cc1 (stereo not drawn),-3,-7,0,0.2,14,-1,-28,-3
C[C@@H]1CN([C@H](C)CO)C(=O)c2cc(N(C)C)ccc2O[C@H]1CN(C)C(=O)NC1CCCCC1,1,-2,-9,-0.1,-2,2,-5,-2
CC(C)C(NC(=O)c1ccc(Cl)cc1Cl)C(=O)NCCc1ccccn1 (stereo not drawn),0,13,-7,0.1,1,0,-11,-1
C[C@@H]1CN([C@@H](C)CO)C(=O)c2cccc(NC(=O)CCCCCC(=O)Nc3ccccc3N)c2O[C@H]1CN(C)C,-37,nt,11,0.0,-12,nt,-12,2
CCCNC(=O)C1(C)CCN(C(=O)C(c2ccccc2)c2ccccc2)C1 (stereo not drawn),-18,0,nt,0.0,4,1,-1,-2
O=C(O)c1ccc(-c2ccc(/C=C3\NC(=O)N(Cc4ccc(Cl)cc4)C3=O)o2)cc1,-4,-5,6,0.0,8,3,7,-5
CO[C@@H]1CN(C)C(=O)c2ccc(NC(=O)C3CCC3)cc2OC[C@H](C)N(CC2CCCCC2)C[C@H]1C,5&-2,16,9,-0.2&-0.1,19,3,12&5,2&-2
